# Assay outcomes: PubChem, National Center for Advancing Translational Sciences (NCATS)
# FBPA Giardia inh = blocks Giardia fructose-bisphosphate aldolase activity; AID 2451; A8B2U2; actives 0.71% (n = 290,000); purified Giardia FBPA; Potency, µM (titrated, usually from 59.6 µM), inactives show at the highest dose activity, negative = inhibition, most hits filed as inhibitors; further: potency means the concentration at half of the fitted maximal effect; nearly all actives have a fitted effect of over 55% in size
# Target sequence (A8B2U2 whole entry, looked up): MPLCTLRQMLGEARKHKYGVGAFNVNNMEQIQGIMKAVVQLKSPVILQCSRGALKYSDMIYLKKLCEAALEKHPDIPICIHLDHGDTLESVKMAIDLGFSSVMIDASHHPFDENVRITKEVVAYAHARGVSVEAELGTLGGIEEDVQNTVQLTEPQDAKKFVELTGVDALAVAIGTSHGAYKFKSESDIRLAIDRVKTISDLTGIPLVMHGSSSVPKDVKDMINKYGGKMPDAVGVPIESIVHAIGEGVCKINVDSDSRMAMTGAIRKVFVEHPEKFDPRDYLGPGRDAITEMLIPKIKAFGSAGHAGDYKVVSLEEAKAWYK
#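 Giardia FBPA (40 nM reagent) was preincubated 10 min at RT with compound (up to 57.5 uM final), then substrate plus GAPDH/TPI/NAD/arsenate coupling system with diaphorase/resazurin was added; resorufin fluorescence (525/598 nm) was read after 20 min.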
# AMA1 RON2 block = AMA1-RON2 (P. falciparum) interaction inhibition; AlphaScreen AMA1-biotinylated RON2 peptide binding; Potency, µM (doses to about 58.2 µM), for the others: at the top dose activity change, negative = inhibition, actives largely listed as inhibitors; actives 0.2% (n = 360,000);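 further: potency means the concentration at half of the fitted maximal effect; 0% = vehicle wells and -100% = peptide control; nearly all actives have a fitted effect of over 45% in size; some results filed as inactive show a strong effect at the top dose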
#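 AMA1 (3D7) with his tag at 25 nM final met compounds first, then biotinylated RON2 peptide at 25 nM; detection used donor plus acceptor beads, 10 µg/mL apiece, read by AlphaScreen after 30 min at room temperature.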
# AmpC no deterg = blocks E. coli AmpC beta-lactamase in detergent-free assay; AmpC nitrocefin hydrolysis, absorbance 480 nm, 0.0001% Triton; Potency, µM (top dose mostly 57.1 µM), without a hit: top-dose activity change, negative = inhibition, usual class: inhibitors; actives 0.52% (n = 330,000);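 further: potency means the concentration at half of the fitted maximal effect; plate controls were no compound for no effect and no enzyme for full effect; nearly all actives have a fitted effect of over 20% in size; some results filed as inactive show a strong effect at the top dose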
# Target sequence (P00811 whole entry, looked up): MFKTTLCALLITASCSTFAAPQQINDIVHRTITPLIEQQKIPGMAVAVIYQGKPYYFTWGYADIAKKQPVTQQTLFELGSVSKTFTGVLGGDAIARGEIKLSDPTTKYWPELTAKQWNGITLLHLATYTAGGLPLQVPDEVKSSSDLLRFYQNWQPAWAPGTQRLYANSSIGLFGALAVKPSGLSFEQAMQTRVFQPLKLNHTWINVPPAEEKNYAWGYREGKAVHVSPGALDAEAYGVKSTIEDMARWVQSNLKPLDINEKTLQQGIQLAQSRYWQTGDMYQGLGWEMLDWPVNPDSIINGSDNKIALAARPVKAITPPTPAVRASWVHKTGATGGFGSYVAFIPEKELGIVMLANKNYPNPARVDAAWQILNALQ
#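 AmpC (5.3 nM in the dispensed reagent) in 20 mM phosphate pH 7.0 with 0.01% (detergent screen) or 0.0001% Triton X-100 was preincubated with compounds for 15 min at room temperature. Nitrocefin was then added from an 800 uM solution, and hydrolysis was followed at 480 nm.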
# Sm TGR block = blocks Schistosoma mansoni thioredoxin glutathione reductase; purified TGR, DTNB reduction, TNB absorbance 405 nm; Potency, µM (series often up to 114 µM), inactives show top-dose activity change, negative = inhibition, most hits filed as inhibitors; actives 3% (n = 360,000); further: potency means the concentration at half of the fitted maximal effect; nearly all actives have a fitted effect of over 60% in size
#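 First, TGR (20 nM dispensed) and NADPH were mixed with compound. Second, a 15 min room-temperature incubation followed. Third, further NADPH and then DTNB were added to start the reaction. Finally, TNB absorbance was monitored kinetically.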
# AmpC detergent = AmpC beta-lactamase inhibition with detergent present | Potency, µM (doses to about 114 µM), without a hit: top-dose activity change, negative = inhibition, most hits filed as inhibitors | actives 0.041% (n = 370,000) | AmpC hydrolysis of nitrocefin, absorbance 480 nm, 0.01% Triton | AID 485294 | P00811;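 further: potency means the concentration at half of the fitted maximal effect; 0% = no-compound wells and -100% = no-enzyme wells; nearly all actives have a fitted effect of over 25% in size; some results filed as inactive show a strong effect at the top dose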
#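 AmpC (5.3 nM in the dispensed reagent) in 20 mM phosphate pH 7.0 with 0.01% (detergent screen) or 0.0001% Triton X-100 was preincubated with compounds for 15 min at room temperature. Nitrocefin was then added from an 800 uM solution, and hydrolysis was followed at 480 nm.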
# HCMV antiviral = human cytomegalovirus inhibition. actives 4.5% (n = 410,000). activity change, negative = inhibition, % at 57.5 µM. HFF cells, HCMV-luciferase reporter, 72 h; active compounds read low. AID 1259415; in the data active means activity change below about -60%; inconclusive means no clear call, values can overlap the other calls; inactive means above about -39%
#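 HFF cells seeded 16 h at 37C, treated with compounds, infected with luciferase-reporter HCMV at MOI 1 PFU/cell; luciferase read at 72 h post infection, normalized to buffer-only and Salinomycin controls.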
# * marks the source's active call; other numbers are inactive results; u = inconclusive; x = not tested or not shown; [ ] = another dose, or the depositor's remark. Unless noted, the call rests on the fitted dose curve; in most records, active means well fitted curve in the direction sought with a large enough effect; inconclusive means small, poorly fitted or top-dose-only effect, or another doubt; inactive means no such curve, though single readings can be large; an effect the other way counts as inactive or inconclusive. Unless noted, on the % scale 0 is the no-effect control and ±100 the full control effect.
# Order of results: FBPA Giardia inh, Sm TGR block, AMA1 RON2 block, AmpC detergent, AmpC no deterg, HCMV antiviral
C/C(CC(=O)Nc1cccc(Cl)c1Cl)=N\NC(=O)C(=O)NC1CCCCC1
  0%, -7%, 83%[activator], -7%, -11%, -12
CN(C)S(=O)(=O)Oc1cccc(C(=O)Nc2ccc(Cl)cc2)c1
  -15%, 19%, 2%, 0%, -24%, -29
COc1cc(C=C2C(=O)OC(C)(C)OC2=O)ccc1OCC(=O)Nc1ccccc1
  -7%, 0%, -3%, -1%, -15%, 30
CCOC(=O)/C(=C/c1c[nH]c2ccccc12)NC(C)=O
  -1%, 1%, u, -1%, 0%, 38
Cc1c(C(=O)NCc2ccc3c(c2)OCO3)cccc1[N+](=O)[O-]
  5%, -1%, -15%, -1%, -14%, -38
CCOC(=O)c1c(C)[nH]c(C)c1C(=O)C(Cc1ccccc1)N(C)C (stereo unspecified)
  0%, -25%, 4%, -19%, -13%, 23
N#C/C(=C\c1ccc(O)cc1)C(=O)NCC1CCCO1 (stereo unspecified)
  x, -3%, x, -6%, x, -7
N#Cc1ccccc1S(=O)(=O)N1CCN(C(=O)c2cc3c(s2)CCC3)CC1
  x, -13%, -7%, -10%, -3%, -1
CCN(C[C@H]1N[C@@](C)(C(=O)OC)[C@H]2C(=O)N(C)C(=O)[C@@H]12)S(=O)(=O)c1ccc(-c2ccccc2)cc1
  x, x, 0%, x, 222%[activator], -26
Cc1ccccc1-n1c(/C=C/c2c(C)n(C)c3ccccc23)nc2ccccc2c1=O
  x, -1%, x, -4%, x, -19
COc1ccc(CCNC(=O)CCCCCNc2nc(=S)[nH]c3ccccc23)cc1OC
  -4%, 7%, 59%[activator], -3%, -7%, 10
Cc1ccc(N=Nc2c(O)n(CN3CCOCC3)c3ccccc23)cc1
  -1%, -29%, -7%, -7%, -30%, x
CCOC(=O)NC(=O)COC(=O)c1ccc(Sc2ncn[nH]2)c([N+](=O)[O-])c1
  -12%, 0%, 16%, u, -8%[11.4 µM], 55
O=C(COc1ccc(C(=O)NCc2cccnc2)cc1)Nc1cccc(C(F)(F)F)c1
  x, -9%, 1%, -18%, 5%, -38
Cc1cc(-n2cccn2)ccc1CN1CCN(C2CCCC2)C(CCO)C1 (stereo unspecified)
  -3%, 8%, -2%, -5%, 6%, -27

# Another view of part of the listing above:
SMILES: CCOC(=O)NC(=O)COC(=O)c1ccc(Sc2ncn[nH]2)c([N+](=O)[O-])c1
  FBPA Giardia inh = -12%
  Sm TGR block = 0%
  AMA1 RON2 block = 16%
  AmpC detergent = u
  AmpC no deterg = -8%[11.4 µM]
  HCMV antiviral = 55
SMILES: O=C(COc1ccc(C(=O)NCc2cccnc2)cc1)Nc1cccc(C(F)(F)F)c1
  FBPA Giardia inh = x
  Sm TGR block = -9%
  AMA1 RON2 block = 1%
  AmpC detergent = -18%
  AmpC no deterg = 5%
  HCMV antiviral = -38

# More records follow:
# Order of results: FBPA Giardia inh, Sm TGR block, AMA1 RON2 block, AmpC detergent, AmpC no deterg, HCMV antiviral
Cc1noc(C)c1NC(=O)Nc1cccc2c1O[C@H](CN(C)C(=O)NC1CCCCC1)[C@@H](C)CN([C@H](C)CO)C2=O
  x, x, -2%, x, -4%, -12
Cc1ccc(Cl)cc1NC(=O)C1C2CCC(O2)C1C(=O)O (stereo unspecified)
  -1%, 6%, -3%, -12%, -34%, 6
Cc1noc2ncnc(Oc3ccc(F)cc3)c12
  4%, -16%, 7%, u, -17%, -26
CCOc1ccc2ccccc2c1CNc1nnnn1C
  7%, -1%, 2%, 4%, -16%, 0
COc1cccc(NC(=S)N(CCCN2CCC(C)CC2)Cc2cccs2)c1
  2%, 1%, 1%, 0%, -16%, 26
CCCn1cc(S(=O)(=O)CC(=O)Nc2ccc(OC)cc2OC)c2ccccc21
  u, -23%, -2%, u, -12%, x
NS(=O)(=O)c1ccc(NC(=S)NCc2ccco2)cc1
  -8%, -22%, -1%, -4%, -27%, 8
Nn1c(SCc2ccccc2)nnc1-c1ccco1
  15%, -24%, 11%, u, -11%, 13
CN(CCc1cn[nH]c1)C(=O)CC1C(=O)NCCN1Cc1ccccc1C(F)(F)F (stereo unspecified)
  -29%, 35µM*, 37%[activator], 1%, 79%[activator], u
COc1cccc(CN(C(=O)c2ccccc2Br)C2CCS(=O)(=O)C2)c1 (stereo unspecified)
  x, 5%, 11%, 2%, 25%, 15
COc1nc(NCc2cccnc2)nc(NC2CCCCC2)n1
  1%, -17%, -2%, 8%, -21%, 18
Cc1cc(O)c2c(-c3ccccc3)cc(=O)oc2c1
  -1%, -4%, 11%, -10%, -34%, 25
CCN(CC)S(=O)(=O)c1ccc(/C=C/C(=O)Nc2cccc(F)c2)cc1
  -3%, 1%, 13%, -17%, -29%, u
COC(=O)C1C(=O)/C(=C(/C)N2CCCC2)C(=O)CC1(C)C (stereo unspecified)
  3%, 9%, -8%, -1%, -8%, -4
O=C(CN1CCN(C(=O)c2ccco2)CC1)Nc1ccccc1
  2%, -6%, -4%, -7%, -4%, 84

# Just FBPA Giardia inh, HCMV antiviral and AmpC no deterg, for some of the entries so far:
SMILES | FBPA Giardia inh | HCMV antiviral | AmpC no deterg
Cc1ccc(Cl)cc1NC(=O)C1C2CCC(O2)C1C(=O)O (stereo unspecified) | -1% | 6 | -34%
NS(=O)(=O)c1ccc(NC(=S)NCc2ccco2)cc1 | -8% | 8 | -27%
CCN(C[C@H]1N[C@@](C)(C(=O)OC)[C@H]2C(=O)N(C)C(=O)[C@@H]12)S(=O)(=O)c1ccc(-c2ccccc2)cc1 | x | -26 | 222%[activator]

# Further results follow.
# Order of results: FBPA Giardia inh, Sm TGR block, AMA1 RON2 block, AmpC detergent, AmpC no deterg, HCMV antiviral
C=C(C)c1cccc(C(C)(C)NC(=O)NC2CCN(Cc3ccccc3)CC2)c1
  4%, 3%, 20%, -14%, 46%, -10
CC(=O)N1CN(Cc2ccccn2)Cc2c1sc1c2CCCC1
  -19%, 40µM*, -5%, -6%, -27%, 20
NC(=O)NC(=O)C[n+]1cccc(/C=N/O)c1
  2%, 7%, 14%, 2%, -15%, -16
CCOC(=O)Cc1cc(=O)n2[nH]c(C)c(-c3ccccc3OC)c2n1
  -1%, -6%, 68%[activator], -6%, -29%, -18
COc1ccc(CN(CC(=O)NC2CCCC2)C(=O)c2csnn2)cc1
  0%, 4%, 2%, 7%, -1%, 11
COc1ccc(N2CCN(C(=O)C3CC(=O)N(c4ccc(C)cc4)C3)CC2)cc1 (stereo unspecified)
  10%, 0%, -5%, -14%, -13%, -11
C=CCn1c2ccccc2c2nnc(SCC(=O)O)nc21
  2%, -25%, -1%, u, -25%, 35
O=C(Nc1ccccc1)C1=C(N2CCOCC2)/C(=C/c2cccnc2)CC1
  -1%, -19%, -1%, -11%, -11%, -31
CC(C)C[C@H](CO)N(Cc1ccccc1)S(=O)(=O)N(Cc1ccccc1)[C@@H](CO)CC(C)C
  x, x, 13%, x, -25%, u
CN(C)S(=O)(=O)c1ccc(NC(=O)c2cc(F)c(F)cc2Cl)cc1
  0%, 6%, 22%, 1%, -33%, 6
O=C(NC1CCCCC1)C(c1ccc(F)cc1)N(C(=O)c1csnn1)C1CC1 (stereo unspecified)
  7%, -22%, 12%, -14%, -13%, -6
Cc1ccc(C)c(-c2nnc(OCC(=O)Nc3cc(C)on3)c3ccccc23)c1
  -18%, 1%, -11%, -10%, 0%, 10
COC(=O)C(C)Oc1ccc(Cc2ncc(C(F)(F)F)cc2Cl)cc1 (stereo unspecified)
  7%, 0%, 16%, 0%, 26%, 8
Oc1c(N=Nc2ccc(F)cc2)ccc2ccccc12
  u, -20%, 1.8µM*, -12%, -9%, 97
COc1ccc(NC(=O)N2CCCc3ccccc32)cc1OC
  3%, -10%, -13%, -13%, -15%, 18
O=C(Nc1ccccc1)Nc1ccc(-n2ccc(C(F)(F)F)n2)cc1
  2%, 6%, -4%, 4%, -43%, 4
Cc1sc(NC(=O)CN2CCCC2)nc1-c1ccc2c(c1)CCN2C(=O)c1cccc(F)c1
  -8%, -22%, 7%, u, 105%[activator], -4
CCOC(=O)N1CCC(=NNc2nc3ccccc3s2)CC1
  -6%, 2%, 61%[activator], -5%, 16%, 11
COc1ccc(C2C(C#N)=C(N)Oc3n[nH]c(-c4ccccn4)c32)c(OC)c1OC (stereo unspecified)
  23%, 4%, u, -6%, 0%, -6
Cc1c(Cl)c([N+](=O)[O-])nn1CC(=O)N1CCc2ccccc2C1
  -1%, 1%, -4%, 0%, 6%, -24
CC1=C(C(=O)OCc2ccccc2)C(c2cccc([N+](=O)[O-])c2)NC(=O)N1 (stereo unspecified)
  1%, -5%, -5%, u, -32%, -9
COc1cccc(C2c3c(-c4ccccc4O)n[nH]c3C(=O)N2CCc2ccc(OC)c(OC)c2)c1 (stereo unspecified)
  x, 1%, x, -2%, x, -26
O=C(O)C(NS(=O)(=O)c1ccccc1)C(O)c1ccccc1 (stereo unspecified)
  -2%, 4%, 22%, -14%, -6%, 4
CCCc1nc2sc3c(c2c(=O)n1N)CCC3
  0%, -15%, -2%, -7%, -6%, -20
c1ccc(-n2ncc3c(NCCN4CCCCC4)ncnc32)cc1
  -3%, 50µM*, -4%, u, -19%, 17
Cc1ccccc1CSCCNC(=O)CN(c1ccccc1)S(=O)(=O)N(C)C
  x, 6%, x, 23%, x, 5
COc1ccc(NC(=O)CSc2nnc(NC(C)=O)s2)c([N+](=O)[O-])c1
  0%, x, -3%, -5%, -15%, -38
COc1ccc2c(c1OC)C(=O)N(c1ccccn1)C2
  1%, -25%, 4%, u, -5%, 169
COc1ccc2ccc(OC)c(/C=N/n3cnnc3)c2c1
  -12%, -12%, -2%, u, 7%, 78
Cc1c(CN2CCCC(C)C2)c(O)n(CCO)c(=O)c1C#N (stereo unspecified)
  4%, 0%, -2%, 1%, -3%, 19

# Looked up above:
# `Cc1sc(NC(=O)CN2CCCC2)nc1-c1ccc2c(c1)CCN2C(=O)c1cccc(F)c1` | HCMV antiviral = -4
# `COc1ccc(C2C(C#N)=C(N)Oc3n[nH]c(-c4ccccn4)c32)c(OC)c1OC` (stereo unspecified) | AmpC no deterg = 0%
# `CCCc1nc2sc3c(c2c(=O)n1N)CCC3` | FBPA Giardia inh = 0%
# `c1ccc(-n2ncc3c(NCCN4CCCCC4)ncnc32)cc1` | Sm TGR block = 50µM*
# `Cc1c(CN2CCCC(C)C2)c(O)n(CCO)c(=O)c1C#N` (stereo unspecified) | AmpC no deterg = -3%

# Remaining list, next part.
# Order of results: FBPA Giardia inh, Sm TGR block, AMA1 RON2 block, AmpC detergent, AmpC no deterg, HCMV antiviral
Cc1ccc2c(c1)C(=C(C#N)C#N)C(=O)N2CCN1CCOCC1
  3.2µM*, 3.2µM*, 7%, -4%, 14%, -3
COC(=O)C(C)n1cnc2c(nnn2-c2ccccc2)c1=O (stereo unspecified)
  16%, 0%, -19%, -12%, -22%, x
COc1ccccc1/C=C1\S/C(=N/NC(=O)c2cccc(Br)c2)NC1=O
  u, 6%, 51%[activator], 3%, -36%, 8
CC1=NCCN1S(=O)(=O)c1ccccc1[N+](=O)[O-]
  6%, 7%, 10%, 7%, -29%, 11
